LYPLA1 counter – blocks human lysophospholipase 1, a PME1 counter-screen. AID 2174. 0.16% of 320,000 active. O75608. inhibition, % at 5.9 µM. recombinant LYPLA1, FP-Rh probe fluorescence polarization;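 active = inhibition above the mean of all tested compounds plus 3 SD, set per campaign, cut at about 14% in these data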;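 also: inhibitors block serine hydrolase probe labeling of LYPLA1 so polarization falls; 0% = enzyme with DMSO and 100% = wells lacking LYPLA1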
Target sequence (O75608 whole entry, looked up): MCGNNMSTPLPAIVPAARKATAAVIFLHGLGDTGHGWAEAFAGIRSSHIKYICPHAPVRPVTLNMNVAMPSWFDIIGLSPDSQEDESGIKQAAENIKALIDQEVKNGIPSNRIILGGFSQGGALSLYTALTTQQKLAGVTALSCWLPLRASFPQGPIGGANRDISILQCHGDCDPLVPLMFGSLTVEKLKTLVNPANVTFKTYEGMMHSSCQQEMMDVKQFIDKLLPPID
PAFAH2 inh – PAFAH2 (human) inhibition; inhibition, % at 3.39 µM; AID 492956; 0.99% of 340,000 active; Q99487; recombinant PAFAH2, FP-rhodamine activity probe, fluorescence polarization;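 active = inhibition above the mean over all tested compounds plus 3 SD, cut at about 30% in these data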;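 also: inhibitors block probe labeling of enzyme so polarization drops; 0% = enzyme with DMSO and 100% = wells lacking PAFAH2 protein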
GSTO1 inh – blocks human GSTO1 in RBBP9 counter-screen; 1.1% of 300,000 active; P78417; inhibition, % at 5.96 µM; recombinant GSTO1, activity-based probe fluorescence polarization;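 active = inhibition above the campaign mean inhibition plus 3 SD, cut at about 35% in these data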;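 also: 0% = GSTO1-1 with DMSO and 100% = wells lacking GSTO1-1 enzyme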
PAFAH1B2 FP inh – blocks human PAF acetylhydrolase 1b catalytic subunit 2; P68402; recombinant PAFAH1B2, FP-rhodamine activity probe, fluorescence polarization; inhibition, % at 3.39 µM; 1.2% of 340,000 active;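 active = inhibition above the mean of all tested compounds plus 3 SD, cut at about 24% in these data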;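 also: 0% = enzyme with DMSO and 100% = wells lacking PAFAH1B2; many of its hits are not listed in these tables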
PAD4 FP inh – inhibitors of human PAD4; Q9UM07; recombinant PAD4, RCA probe fluorescence polarization; inhibition, % at 6.36 µM; 0.41% of 330,000 active; AID 485272;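 active = percent inhibition above a cutoff equal to the mean of all tested compounds plus 3 SD, cut at about 15% in these data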;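 also: 0% = PAD4 with RCA probe and DMSO and 100% = probe without PAD4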
LYPLA2 inh – counter-screen for PME1 inhibitors: inhibitors of human LYPLA2; O95372; recombinant LYPLA2, FP-Rh probe fluorescence polarization; inhibition, % at 5.9 µM; 0.38% of 320,000 active; AID 2177;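 active = inhibition above the screen-wide mean plus 3 SD, limit set per campaign, cut at about 26% in these data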;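 also: 0% = LYPLA2 with DMSO and 100% = wells lacking LYPLA2 enzyme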
pPAFAH inh – pPAFAH (human) enzyme inhibition; Q13093; recombinant pPAFAH, FP-rhodamine probe fluorescence polarization; inhibition, % at 3.39 µM; 1.5% of 330,000 active; AID 463082;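 active = inhibition above the mean inhibition across the screen plus 3 SD, cut at about 25% in these data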;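 also: inhibitors block binding of the rhodamine activity-based probe so polarization drops; 0% = enzyme with DMSO and 100% = wells lacking pPAFAH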
Target sequence (Q13093 whole entry, looked up): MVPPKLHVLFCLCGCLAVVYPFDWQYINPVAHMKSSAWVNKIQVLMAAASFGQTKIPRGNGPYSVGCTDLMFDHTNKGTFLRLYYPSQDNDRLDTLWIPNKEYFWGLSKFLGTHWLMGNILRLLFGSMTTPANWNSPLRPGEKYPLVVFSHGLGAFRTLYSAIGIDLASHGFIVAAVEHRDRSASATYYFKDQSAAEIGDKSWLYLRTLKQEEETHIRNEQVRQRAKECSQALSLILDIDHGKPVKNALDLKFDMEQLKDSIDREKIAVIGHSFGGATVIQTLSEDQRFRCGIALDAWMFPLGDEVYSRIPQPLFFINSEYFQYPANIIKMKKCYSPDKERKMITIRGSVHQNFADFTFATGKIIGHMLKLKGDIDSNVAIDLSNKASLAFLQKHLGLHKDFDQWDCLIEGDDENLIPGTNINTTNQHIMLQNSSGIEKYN
PAFAH1B3 FP inh – PAFAH1B3 (human) inhibition. recombinant PAFAH1B3, FP-rhodamine probe, fluorescence polarization. inhibition, % at 3.39 µM. AID 492972. 0.28% of 340,000 active. Q15102;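 active = inhibition above the screen-wide average of all tested compounds plus 3 SD, cut at about 25% in these data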;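 also: 0% = enzyme with DMSO only and 100% = wells lacking PAFAH1B3 protein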
Target sequence (Q15102 whole entry, looked up): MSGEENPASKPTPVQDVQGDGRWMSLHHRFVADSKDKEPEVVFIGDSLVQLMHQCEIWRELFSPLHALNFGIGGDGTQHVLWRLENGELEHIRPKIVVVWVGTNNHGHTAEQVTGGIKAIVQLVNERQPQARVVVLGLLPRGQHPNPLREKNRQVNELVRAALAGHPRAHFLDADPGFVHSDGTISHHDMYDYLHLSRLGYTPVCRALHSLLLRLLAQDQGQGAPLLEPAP
PME-1 primary – PME-1 (human) inhibition; AID 2130; recombinant PME-1, FP-Rh probe fluorescence polarization; 0.53% of 320,000 active; inhibition, % at 5.9 µM;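 active = inhibition above the campaign mean of all compounds plus 3 SD, cut at about 26% in these data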;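 also: competitive labeling of PME-1 active site by serine hydrolase directed probe; 0% = PME-1 with DMSO and 100% = wells lacking PME-1 enzyme; inhibitors block probe labeling so polarization falls and inhibition rises; many of its hits are not listed in these tables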
Numbers without * were called inactive; . = no result given. This is a subset; the hit share may differ from the screen's.

SMILES | LYPLA1 counter | PAFAH2 inh | GSTO1 inh | PAFAH1B2 FP inh | PAD4 FP inh | LYPLA2 inh | pPAFAH inh | PAFAH1B3 FP inh | PME-1 primary
COc1ccc(S(=O)(=O)N(C)CC(=O)NC2CC2)cc1 | 1 | 8 | 6 | 0 | 5 | 9 | -5 | 5 | -6
Nn1c(Cc2cccc3ccccc23)nnc1SCn1nnc2ccccc2c1=O | 1 | -6 | -1 | 1 | -4 | 0 | 0 | -1 | 2
CCOc1ccc2nc(NC(=O)c3cccnc3)sc2c1 | -4 | -3 | 0 | 1 | 6 | -10 | 0 | 2 | 5
O=C(/C=C/c1ccco1)NC(=S)Nc1cccc([N+](=O)[O-])c1 | -2 | 1 | 19 | 9 | 1 | -10 | 21 | 2 | -4
CCCN1CCC(=O)N([C@H](CSc2ccc(C)cc2)c2ccccc2)CC1 | 1 | -2 | 4 | 1 | -2 | 6 | -4 | 12 | 1
CN1CCSc2ccc(C(=O)NCc3cccc(Br)c3)cc21 | 2 | 6 | 3 | 6 | -6 | 4 | 10 | 1 | 1
OCC1(CCc2ccccc2)CCN(Cc2ccccc2Cl)CC1 | -2 | -1 | -1 | 3 | 5 | -4 | 2 | 7 | -4
O=C(CNC(=O)c1ccccc1)N/N=C/C=C/c1ccccc1 | 1 | 1 | 4 | 3 | 1 | 4 | 4 | 12 | 0
COc1ccc2cc(C(=O)NCC3CCCO3)[nH]c2c1 (stereo not given) | -2 | -9 | 4 | -8 | -4 | 0 | 7 | 1 | -2
Cc1ccc(OCCC(=O)OCC(=O)N2c3ccccc3CC2C)cc1 (stereo not given) | -7 | -6 | 5 | 2 | 2 | -14 | 12 | 3 | -2
CC(=O)c1c(OC(=O)c2ccccc2Br)ccc2c(C)cc(=O)oc12 | -2 | 4 | -7 | 2 | -4 | -4 | -3 | -2 | 3
CCOc1ccc(N=C2SCC(=O)N2CC)cc1 | 1 | -6 | 0 | -1 | -1 | 4 | 2 | 13 | 0
Cc1cccc(C(=O)NCC2CCCO2)c1 (stereo not given) | 3 | -3 | 3 | -3 | -2 | 0 | 4 | 2 | 1
COc1ccc(CC(=O)Nc2cccc(Cl)c2C)cc1S(=O)(=O)N1CCOCC1 | -1 | 9 | . | 1 | 0 | -1 | 0 | 1 | 0
CCc1ccc(NC(=O)CSc2nc3ccsc3c(=O)n2CCCCCC(=O)O)cc1 | -2 | 1 | -5 | 5 | 1 | -2 | -3 | 15 | 0
CCN1C(=O)/C(=C/c2ccc(N3CCCC3)cc2)NC1=S | -34 | -33 | -16 | -14 | -44 | -48 | -4 | -39 | -29
Cc1cccc(NC(=O)CN(C2=NC3CS(=O)(=O)CC3S2)c2ccccc2F)c1 (stereo not given) | -4 | 5 | -2 | 4 | 3 | -3 | -10 | 9 | 2
Cc1ccc(-c2nc3sc4c(N)ncnc4c3c3c2CCCC3)cc1 | 2 | 0 | 2 | 3 | -3 | 9 | -2 | -2 | -2
Cc1ccc(-c2nn3cnnc3c3ccccc23)cc1 | 0 | 4 | 2 | -6 | -1 | 3 | 3 | 3 | 3
CC(C(=O)Nc1c2c(cc3c1CCC3)CCC2)N1CCCC1 (stereo not given) | 0 | -2 | 8 | 3 | -4 | -1 | 1 | 9 | -3
Cc1noc(NS(=O)(=O)c2ccc(NC(=O)CC34CC5CC(CC(Br)(C5)C3)C4)cc2)c1C | -3 | 10 | 8 | 33* | 7 | 0 | -5 | 5 | -10
Cn1c(SCC(=O)c2ccccc2)nnc1-c1ccccn1 | -3 | 5 | 3 | 3 | -2 | -6 | -7 | -1 | 0
Cc1cc(S(=O)(=O)Nc2ccc(C(=O)NCC(c3ccccc3)N(C)C)cc2)ccc1F (stereo not given) | 2 | 3 | 4 | 4 | 4 | -2 | 7 | 3 | 1
CC(Sc1n[nH]c(N)n1)C(=O)Nc1ccc(Cl)cn1 (stereo not given) | -2 | -10 | 13 | 1 | 1 | -1 | 0 | 4 | 7

2 compounds picked at random from those above:
SMILES | LYPLA1 counter | PAFAH2 inh | GSTO1 inh | PAFAH1B2 FP inh | PAD4 FP inh | LYPLA2 inh | pPAFAH inh | PAFAH1B3 FP inh | PME-1 primary
Cc1ccc(-c2nn3cnnc3c3ccccc23)cc1 | 0 | 4 | 2 | -6 | -1 | 3 | 3 | 3 | 3
COc1ccc(CC(=O)Nc2cccc(Cl)c2C)cc1S(=O)(=O)N1CCOCC1 | -1 | 9 | . | 1 | 0 | -1 | 0 | 1 | 0

Carrying on.
SMILES | LYPLA1 counter | PAFAH2 inh | GSTO1 inh | PAFAH1B2 FP inh | PAD4 FP inh | LYPLA2 inh | pPAFAH inh | PAFAH1B3 FP inh | PME-1 primary
Cc1ccc([N+](=O)[O-])cc1NC(=S)NC(=O)C(C)(C)C | -1 | 0 | -9 | 6 | 0 | 1 | 4 | -1 | 5
COc1ccc(CNC(=O)c2cc(-c3ccncc3)nc3c(C)cc(C)cc23)cc1OC | -10 | -4 | -2 | 0 | -2 | -8 | 0 | 8 | 2
COc1cc(CNC2CCCCC2OC)cc(OC)c1OC (stereo not given) | 1 | -2 | 2 | 4 | -4 | 6 | 8 | 9 | -4
N#CC1=C(SCC(=O)Nc2ccccc2)NC(=O)CC1c1ccc(O)cc1 (stereo not given) | -2 | -1 | 9 | -5 | 1 | 9 | 2 | 1 | -7
COc1ccccc1OC(=O)Cc1cccc2ccccc12 | -1 | -2 | 4 | 4 | 3 | 6 | 6 | 9 | 4
COc1ccc(CNCc2cccc(Oc3ccccc3)c2)cc1 | 3 | 1 | 4 | 2 | 3 | 6 | 10 | 13 | -4
Cc1ccc(-c2nc(CN(C)Cc3ccc4nccnc4c3)c(C)o2)s1 | 1 | 4 | -5 | -2 | -4 | 3 | 4 | 6 | -2
N#Cc1cc2c(=O)n3ccccc3nc2n(-c2ccccc2Cl)c1=O | 1 | 1 | 1 | 2 | -2 | -1 | 13 | 2 | 2
CCCn1c(Nc2nc3ccccc3n2C)nc2ccccc21 | 4 | -2 | -15 | 4 | -5 | -3 | 7 | 7 | 8
COc1ccc(CN(C(=O)c2oc3cc(C)c(C)cc3c2C)C2CCS(=O)(=O)C2)cc1OC (stereo not given) | -2 | 4 | 2 | 0 | -1 | 2 | 4 | 3 | 5
Cc1cc(C)cc(OCC(=O)Nc2ccc(N3CCN(C(=O)c4ccco4)CC3)cc2)c1 | 2 | -1 | -4 | 10 | 0 | 13 | 14 | 5 | 5
CCOC(=O)CNC(=S)N(CCCN1CCN(C)CC1)Cc1cccs1 | 1 | 2 | -1 | -6 | 7 | 3 | 0 | -3 | 0
CC(=O)c1ccc(-c2nnc(CCC(=O)N3CCCC(C(=O)CC(C)C)C3)o2)s1 (stereo not given) | 1 | 1 | 8 | 0 | 0 | 2 | -3 | -3 | -10
Cc1cc[n+](-c2nc3ccccc3nc2[N-]S(=O)(=O)c2ccccc2)cc1 | -1 | 4 | 4 | -2 | -6 | 1 | 0 | 0 | 0
COc1cc(C=O)ccc1Oc1nnnn1-c1ccccc1 | -1 | 4 | 1 | -1 | 0 | 4 | 5 | 7 | 6
Cc1ccc(NC(=O)CCc2ccc(S(=O)(=O)N3CCOCC3)cc2)c(Cl)c1 | . | 2 | . | 0 | -5 | . | -3 | -6 | .
CC(=O)Nc1ccc(Nc2cc(C)nc3c(-c4ccc(Cl)cc4)cnn23)cc1 | 2 | 8 | -1 | 4 | -3 | 3 | 8 | 17 | 6
COC(=O)C1=C(N)N(c2ccccc2F)C2=C(C(=O)CC(C)(C)C2)C1c1ccc(OC)c(OC)c1 (stereo not given) | 5 | 0 | 5 | -3 | 6 | 13 | 0 | 3 | 6
O=C(Cn1cc(/C=N/NC(=O)c2cccc3ccccc23)c2ccccc21)Nc1ccc(F)cc1 | -23 | -26 | 5 | -22 | -3 | -34 | -1 | -23 | -27
CSc1nnc(-c2ccc(Br)s2)n1C | 2 | -8 | 1 | 1 | 3 | 8 | 2 | 5 | 5
COC(=O)COC(=O)c1ccccc1NC(=O)c1ccccc1 | 2 | 18 | 2 | 0 | 2 | 5 | 3 | 2 | 3
CC(C(=O)Nc1ccc(O)cc1C(=O)O)N1C(=O)/C(=C\c2cccs2)SC1=S (stereo not given) | 0 | 22 | -113 | 8 | -5 | 3 | 28* | 8 | 8
COc1cc(/C=C2/OC(=O)c3cc([N+](=O)[O-])ccc32)cc(OC)c1OC | 2 | -3 | -3 | 0 | -4 | 0 | -2 | 13 | -1
COc1cc(C(=O)Sc2ccc(Cl)cc2)cc(OC)c1OC | 2 | -5 | -1 | -1 | 6 | 6 | 3 | 2 | 4
C=CCn1c(CNC(=O)c2ccccc2F)nnc1SCC(=O)NC(C)c1ccccc1 (stereo not given) | 3 | 5 | 5 | 11 | 4 | 3 | 1 | 2 | -7
O=C(NS(=O)(=O)Nc1ccc(Cl)cc1)c1c[nH]c2ccccc12 | 2 | -1 | 9 | 3 | -2 | 12 | 0 | 10 | 6
COCCCNC(=S)NNC(=O)c1ccccc1Br | -1 | 5 | -14 | 0 | -1 | -9 | 3 | 5 | -6
CCCN(CCC)CCCNC(=S)Nc1ccc2nc(N3CCN(CC)CC3)cc(C)c2c1 | 2 | 1 | 2 | -5 | 3 | 7 | 1 | 6 | 3
COC(=O)C(C)NC(=O)C1CCCN1S(=O)(=O)c1cc(C)c(Cl)cc1C (stereo not given) | -6 | -3 | 3 | 5 | 6 | -5 | 3 | 5 | 0
CCc1cc(=O)oc2c(C)c(OS(C)(=O)=O)ccc12 | 1 | 5 | 9 | 4 | 1 | 2 | 6 | -1 | 1
Cc1ccc(-c2cc(C(=O)N3CCN(c4ccc(O)cc4)CC3)c3ccccc3n2)cc1 | . | -3 | . | -4 | 1 | . | 5 | 0 | .
Nc1nc(-c2ccc3ccccc3c2)c(C2(O)C(=O)Nc3c(Br)cc(F)cc32)s1 (stereo not given) | 1 | 7 | 4 | 9 | -3 | 4 | 7 | 6 | -3
CC(C)CC(C(=O)NC1CCCCC1)N(Cc1cccs1)C(=O)c1snc(C(N)=O)c1N (stereo not given) | -5 | 8 | 2 | 5 | -2 | -11 | -4 | 0 | 3
Cc1cccc2nc(CNc3ccc(F)cc3)cn12 | 0 | 9 | 5 | -1 | -5 | -3 | 5 | 3 | 1
CCCCCNc1nc(N2CCCC2)c2c(c1C#N)CCN(C)C2 | -1 | -19 | -1 | -3 | 2 | 1 | 10 | -10 | 6
O=C(CCN1CCOCC1)NCC1COc2ccccc2O1 (stereo not given) | 1 | -3 | 4 | 4 | 0 | -1 | -1 | 5 | 2
O=C(NCCCN1CCOCC1)c1ccco1 | 0 | 0 | 4 | 4 | 1 | 2 | -2 | 7 | 2
CCC1(C(=O)OC)NC(c2ccccc2OC)C2C(=O)N(C)C(=O)C21 (stereo not given) | 0 | -7 | 1 | -5 | -2 | 1 | -1 | 3 | 6
CC(NC(=O)CSc1nc2sc3c(c2c(=O)n1-c1ccccc1)CCCC3)c1ccccc1 (stereo not given) | 0 | -5 | -1 | -4 | -1 | 3 | 2 | -3 | -3
CC(C)CNC1CCS(=O)(=O)C1 (stereo not given) | -1 | -3 | -5 | 2 | 5 | 0 | 6 | 11 | -7
CCCN1CCC(=O)N([C@H](CN=[N+]=[N-])Cc2ccccc2)CC1 | -2 | -3 | 9 | 3 | 2 | -5 | -6 | -9 | -9
CC1(C)CC(=O)c2sc(NC(=O)C(C)(C)C)nc2C1 | -1 | -1 | 2 | -1 | -1 | 7 | 3 | 7 | 2

Assay outcomes from PubChem BioAssay.
